Screens deposited in PubChem BioAssay by Broad Institute.
miR-122 sensor – miR-122 inhibition in Huh7 cells | Huh7 miR-122 Renilla luciferase sensor, 48 h; neutral wells = 0, positive control = 100 | activation (reporter increase), % at 12.5 µM | 0.3% of 340,000 active | AID 602342;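 active = mean replicate activation score at least 90 and every replicate individually at or above 90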;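 note: higher luciferase means less miR-122 activity so hits act as miR-122 inhibitors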
Casp6 inh – caspase-6 (human) enzyme inhibition; P55212; 0.53% of 350,000 active; purified caspase-6, Z-VEID-R110 cleavage fluorescence; inhibition, % at 12.5 µM;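 active = mean inhibition across replicates at least about 35%, with every replicate also reaching that limit, limit read from the data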;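 note: 0% = median of neutral control wells and 100% = no fluorescence left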
Target sequence (P55212 24-179 limits assumed): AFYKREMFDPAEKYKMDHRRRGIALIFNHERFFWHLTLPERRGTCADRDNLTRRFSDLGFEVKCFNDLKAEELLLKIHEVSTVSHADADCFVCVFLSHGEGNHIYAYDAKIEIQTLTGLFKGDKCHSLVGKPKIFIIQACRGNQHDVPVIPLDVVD
Target sequence (P55212 194-293 limits assumed): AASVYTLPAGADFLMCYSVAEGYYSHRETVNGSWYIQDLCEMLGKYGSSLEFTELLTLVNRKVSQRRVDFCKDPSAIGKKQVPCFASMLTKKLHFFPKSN
LGR2 antag – blocks bursicon-induced cAMP signaling via Drosophila LGR2 | HEK293 LGR2, CRE-luciferase, bursicon-stimulated, 4 h | inhibition, % at 9.99 µM | 0.35% of 380,000 active;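 active = drop in luminescence signal, shown as inhibition above about 50% in the replicate tests, limit read from the data, passing the limit was not always enough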;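 note: agonist challenge used bursicon conditioned medium at about half maximal strength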
PAX8 inh HTS – PAX8 transcriptional activity inhibition. RMG-I TPO-luciferase reporter, SteadyGlo, 24 h. inhibition, % at 12.6 µM. 1.2% of 360,000 active. AID 652154;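 active = mean replicate inhibition at least 60% with every replicate also reaching 60%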;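 note: luciferase light reporting Pax8 driven TPO promoter activity; plate controls were median of neutral control wells for no effect and mitoxantrone controls for full effect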
Cneo AK release – Cryptococcus neoformans lysis via adenylate kinase release | C. neoformans lysis, adenylate kinase release luminescence, 4 h; normalised: neutral wells 0, clomiphene wells 100 | 0.2% of 360,000 active | AID 651654 | lysis activity, % at 15 µM;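 active = mean lysis activity across replicates of at least 80%, whatever share of replicates individually reach that level; inactive = mean lysis activity below 80%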
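Assay system: Cryptococcus neoformans yeast cells / Dosing: single-point compound dose / Timing: 4 h at 37 °C static, read 1 h later / Measured by: luminescence of released adenylate kinase using an AK detection reagent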
PGC1a acetyl inh – PGC1a acetylation modulation, inhibitor mode. U2OS PGC1a acetylation, AlphaScreen anti-acetyl-lysine; with virally co-expressed GCN5 acetyltransferase. inhibition, % at 15.6 µM. 0.17% of 350,000 active. AID 651687;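 active = every replicate shows inhibition of at least 40%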;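 note: 0% = neutral control wells and 100% = positive control wells; some results beyond the cut were filed as inactive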
FN deposit inh – fibronectin deposition inhibition. AH1F fibroblasts, Alexa488-fibronectin deposition fluorescence, overnight. inhibition, % at 12.6 µM. 0.086% of 350,000 active;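 active = mean inhibition across replicates of 30% or more, regardless of how many single replicates reach that level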;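 note: positive control wells lacked labelled fibronectin entirely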
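Assay system: AH1F fibroblasts / Quantity: 10000 cells per well / Medium: DMEM plus 2% serum, read in PBS / Reagent: labelled fibronectin 24 nM / Dosing: single dose, pinned / Times: 1 h cell attachment, overnight exposure to compound and label / Signal: fluorescence, ex 485 nm, em 525 nm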
EWS-Fli inh – EWS/Fli transcriptional activity inhibition. A673 NR0B1-luciferase reporter, viability-normalised. inhibition, % at 12.6 µM. 0.67% of 350,000 active;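 active = mean inhibition of at least 50% after viability correction, with every replicate also passing that limit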;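 note: firefly luciferase signal divided by Alamar Blue viability fluorescence both relative to DMSO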
* hit, by the source's call; x = not tested or not shown; & = joins results of further samples; [ ] = dose if it differs, or a comment.

SMILES	miR-122 sensor	Casp6 inh	LGR2 antag	PAX8 inh HTS	Cneo AK release	PGC1a acetyl inh	FN deposit inh	EWS-Fli inh
COc1ccc(N2CCN(C(=O)CNC(=O)c3cccs3)CC2)cc1	x	0	-8	25	0	x	-1	-6
C=CCn1c(C)cc(-c2csc(NC(=O)C3CCN(c4ncnc5sc(C)c(C)c45)CC3)n2)c1C	5	-12	2	7	-2	1	-2	16
O=C(C[C@H]1C=C[C@H](NC(=O)Nc2ccc(C(F)(F)F)cc2)[C@@H](CO)O1)NCc1cccc(F)c1	5[16.7 µM]	-2	-15	-9	0	5	x	-1
CCCn1nc(C(=O)NCC2COc3ccccc3O2)c2ccccc2c1=O (configuration not stated)	2	2	14	8	0	-5	0	-1
CCCCc1ccc(NC(=O)CSC2=NN3CCCC(=O)N=C3S2)cc1	-1	2	-20	-2	-1	x	0	32
CN(CCc1ccccc1)C(=O)c1ccc(NC(=O)Cc2ccc([N+](=O)[O-])cc2)cc1	0	1	-3	7	-4	x	5	0
Cc1ccc(CSCc2nc3ccccc3[nH]2)cc1	x	0	-6	5	x	-23	4	-11
Cc1ccc(C(=O)SC2=NCCS2)cc1	10	0	13	x	-1	1	x	-3
CCS(=O)(=O)N(CC(=O)Nc1cccc2ccccc12)c1ccc(OC)cc1	3	3	-19	-24	-2	1	8	-7
NNC(=O)c1ccc(Cn2cc(Br)cn2)o1	x	0	5	13	x	16	0	2
CCOC(=O)c1sc(NC(=O)CSC(=S)N2CCN(C)CC2)nc1C	x	4	x	16	2	25	0	12
C#CCNC(=O)C1=C[C@H](c2coc3ccccc3c2=O)C[C@H](OCCCCO)O1	-1	8&-2	4	-4&6	12&-3	7&7	-2	-4&1
CCn1c(SCc2cc(=O)n3ccsc3n2)nc2ccccc21	-2	8	5	-1	-2	0	-14	-19
NC(=O)c1ccnc2c(O)cccc12	-3	24	-4	12	2	x	-6	-9
O=C(Nc1ccc(N2CCN(C(=O)C3CC3)CC2)cc1)c1cccs1	x	5	-1	-16	x	x	-11	-10
CCOc1ccc(OCC)c(NC(=O)CN2CCN(c3cc(C)ccc3C)CC2)c1	-1	x	x	x	-3	-10	12	x
Cc1ccc2c(c1)-c1nc3ccccc3cc1C2=NC1CCCCC1	x	8	x	-110	x	x	-3	-27
O=C(CN1CCc2cc3c(cc2C1)OCCCO3)Nc1ccc(S(=O)(=O)N2CCCC2)cc1	-4	-3	-4	15	4	2	1	7
N#C/C(=C\c1ccc(OCc2ccc(F)cc2)cc1)C(=O)Nc1cccc(C(=O)O)c1	5	0	-56	-121	1	12	6	-61
C=CCn1c(C)cc(-c2csc(NCC)n2)c1C	x	7	6	0	x	1	-3	9
COc1ccc2[nH]c3c(c2c1)CCN1C(=O)C(CC(=O)NCc2ccco2)C[C@H](C(=O)N2CCCCC2)[C@@]31C (some centres not stated)	-3	2	13	1	6	x	6	-7
O=C(NCC(F)(F)F)[C@H]1[C@H](CO)[C@H]2Cn3c(cccc3=O)[C@@H]1N2C(=O)C1CCCC1	-1[16.7 µM]	0	-11	-3	-1	0	x	-13
Cc1noc(C)c1NC(=O)N(C)C[C@H]1Oc2ccc(NC(=O)c3ccncc3)cc2C(=O)N([C@H](C)CO)C[C@@H]1C	-2[16.7 µM]	-2&1	7&8	-16	-5&-2	10	17	-9&0
CNC(=O)C1CCN(S(=O)(=O)c2c(C)noc2/C=C/c2ccccc2F)CC1	-7	-1	-10	12	7	-12	-1	7
C[C@H](CO)N1C[C@H](C)[C@@H](CN(C)S(=O)(=O)c2ccc(Cl)cc2)Oc2ccc(NC(=O)CCCN(C)C)cc2CC1=O	-8[16.7 µM]	-25	8	15	-1	-7	x	5
CCCN1C[C@H](C)[C@@H](OC)CN(C)C(=O)c2ccc(NC(=O)c3ccccc3F)cc2OC[C@H]1C	x	x	1	0	-3	2	13	4
COCC(=O)N1[C@@H]2c3ccc(-c4ccccc4)c(=O)n3C[C@@H]2[C@@H](CO)[C@@H]1C(=O)Nc1ccccc1	13[16.7 µM]	0	7	x	3	x	x	-6
CN(C)C(=O)C[C@H]1CC[C@@H](NC(=O)C2CCC2)[C@@H](CO)O1	x	2	6	-3	2	7	x	2
CC(=O)Nc1ccc(C(=O)COC(=O)C2CCCCC2)c(F)c1	0	-4	-72	0	-2	2	-12	-16
Cc1ccc(C2=CSC3=NNC4(CCCCC4)NN23)cc1	23	0	-50	-92	1	11	-4	-97
O=C(C[n+]1ccc(-c2ccccc2)cc1)Nc1ccc([N+](=O)[O-])cc1	-7	-12	5	0	-3	-7	-4	-1
COc1ccc(OC)c(CN2CCN(C(=O)[C@@H](NC(=O)c3cccc(C)c3)C(C)C)CC2)c1	x	-2	-15	4	-1	x	6	2
Cn1c(=O)[nH]c(=O)c2c1nc(N1CCc3ccccc3C1)n2CCSc1nc2ccccc2s1	-7	x	x	x	0	1	-11	x
OCc1ncc(-c2ccccc2)s1	9	2	-7	-4	4	x	1	-20
COC(=O)c1c(CC[C@@H](CO)NC(=O)N[C@H](Cc2ccccc2)Cn2cc(-c3ccccn3)nn2)oc(C(C)=O)c1C(=O)OC	x	6	x	2	-2	-1	x	-2
COc1ccc(-c2cnc3c(c2)C(=O)N([C@@H](C)CO)C[C@@H](C)[C@@H](CN(C)Cc2ccccc2)O3)cc1	-4[16.7 µM]	1	3	x	0	4	-23	3
CO[C@@H](CN(C)C(=O)c1cnccn1)[C@@H](C)CN([C@H](C)CO)S(=O)(=O)c1ccccc1	x	3	6	x	4	-6	5	1
CCOc1ccccc1/C=N/NC(=O)c1nnn(-c2nonc2N)c1CN1CCCC1	-8	0	13	4	4	5	6	x
Cc1nnc(Sc2cc(C(=O)NC3CC3)c3ccccc3n2)s1	3	-1	-4	1	-2	3	11	16
C[C@@H]1CN(S(=O)C(C)(C)C)[C@@H](CCO)/C1=C\c1ccccc1 (some centres not stated)	3	4	-2	3	21	4	-10	1

Already shown: entries from further up.
SMILES	miR-122 sensor	Casp6 inh	LGR2 antag	PAX8 inh HTS	Cneo AK release	PGC1a acetyl inh	FN deposit inh	EWS-Fli inh
C[C@H](CO)N1C[C@H](C)[C@@H](CN(C)S(=O)(=O)c2ccc(Cl)cc2)Oc2ccc(NC(=O)CCCN(C)C)cc2CC1=O	-8[16.7 µM]	-25	8	15	-1	-7	x	5
CCCN1C[C@H](C)[C@@H](OC)CN(C)C(=O)c2ccc(NC(=O)c3ccccc3F)cc2OC[C@H]1C	x	x	1	0	-3	2	13	4
COCC(=O)N1[C@@H]2c3ccc(-c4ccccc4)c(=O)n3C[C@@H]2[C@@H](CO)[C@@H]1C(=O)Nc1ccccc1	13[16.7 µM]	0	7	x	3	x	x	-6
CN(C)C(=O)C[C@H]1CC[C@@H](NC(=O)C2CCC2)[C@@H](CO)O1	x	2	6	-3	2	7	x	2
CC(=O)Nc1ccc(C(=O)COC(=O)C2CCCCC2)c(F)c1	0	-4	-72	0	-2	2	-12	-16
Cc1ccc(C2=CSC3=NNC4(CCCCC4)NN23)cc1	23	0	-50	-92	1	11	-4	-97
O=C(C[n+]1ccc(-c2ccccc2)cc1)Nc1ccc([N+](=O)[O-])cc1	-7	-12	5	0	-3	-7	-4	-1
COc1ccc(OC)c(CN2CCN(C(=O)[C@@H](NC(=O)c3cccc(C)c3)C(C)C)CC2)c1	x	-2	-15	4	-1	x	6	2
Cn1c(=O)[nH]c(=O)c2c1nc(N1CCc3ccccc3C1)n2CCSc1nc2ccccc2s1	-7	x	x	x	0	1	-11	x

Next part:
SMILES	miR-122 sensor	Casp6 inh	LGR2 antag	PAX8 inh HTS	Cneo AK release	PGC1a acetyl inh	FN deposit inh	EWS-Fli inh
O=C1Nc2ccccc2Nc2ccccc21	-5	3	7	-2	4	1	-3	9
Cc1nc(CNC(=O)C2CCC(=O)N(CCc3ccc(Cl)cc3)C2)sc1C (configuration not stated)	1	-5	1	23	0	x	-4	1
O=C(c1cccc(F)c1)N1CC[C@@H]2[C@H](CO)Nc3ccc(C#Cc4ccc(F)cc4)cc3[C@@H]21	-4[16.7 µM]	1	11	11	1	-10	0	0
Cc1ccc(-c2csc(N3CCC[C@@H]3C(=O)NCCn3c(-c4ccncc4)nc4ccccc43)n2)cc1	-1	0	17	-1	2	-12	-5	13
O=C(C[C@@H]1CC[C@H](NC(=O)CN2CCOCC2)[C@@H](CO)O1)NCc1cccc(F)c1	x	6	7	0	-10	-2	-7	-5
CS(=O)(=O)N1CCc2cc(C(=O)Nc3ccccc3Cl)ccc21	2	5	-44	-64	1	-13	1	-102
Clc1ccccc1Cc1noc(CN2CCCCC2c2ccccn2)n1 (configuration not stated)	x	-2	-6	3	x	x	-9	-2
CN(C)C(=O)C[C@@H]1CC[C@@H]2[C@H](COc3ccc(NC(=O)Nc4cccc(Cl)c4)cc3C(=O)N2C)O1	47[16.7 µM]	-2	-5	-21	-4	0	1	-7
COc1cc(CN2CCCC(C(=O)c3ccc(SC)cc3)C2)cc(Cl)c1O (configuration not stated)	-3	-1	-5	-20	-4	-15	-3	15
C=C(C)Cn1c2ccc(NC(=O)CCc3cccnc3)cc2c(=O)n1C	0	x	-2	-7	-1	3	1	-5
O=C(Nc1ccc(N2CCN(C(=O)c3ccco3)CC2)cc1)c1ccccc1Br	-4	0	0	-11	1	-1	x	x
CCN(Cc1nc(-c2ccccc2)no1)C(=O)c1ccco1	4	-3	-4	-2	-14	x	-13	-7
CCOc1cccc(OCCCCn2cnc3ccccc3c2=O)c1	-2	1	3	4	9	8	-2	0
CN1CCN(CCC(=O)N/N=C/c2ccccn2)CC1	3	-8	-5	-17	-1	18	0	5
CCCC1(c2ccccc2)NC(=O)N(CC(=O)Nc2sc(-c3ccccc3)cc2C(=O)OCC)C1=O (configuration not stated)	-8	x	x	-20	-3	-18	-1	x
CCC1(CC)NC(=O)N(CC(=O)OCC(=O)Nc2ccccc2OC(F)F)C1=O	3	2	6	-2	1	-1	-8	0
COc1cccc(S(=O)(=O)Nc2ccc3c(c2)[C@H]2C[C@H](CC(=O)NCc4cccc(F)c4)O[C@@H](CO)[C@H]2O3)c1	30[16.7 µM]	-2	-3	-8	94*	-9	4	10
O=c1[nH]c(=O)n(C2OC(CO)C(O)C2O)cc1Br (configuration not stated)	-10	0	7	6	-1	-5	0	-4
Cc1ccc(S(=O)(=O)Nc2cccc(C(=O)NCC3(N4CCCCC4)CCCCC3)c2)cc1F	x	-2	-3	4	x	x	-4	-1
Cc1ccccc1NC(=S)NC(C)C(c1cccs1)N1CCOCC1 (configuration not stated)	1	2	-21	16	1	-7	-3	-4
COc1ccc(S(=O)(=O)N2CCCCN3[C@H](CO)[C@H](c4ccc(C5=CCCCC5)cc4)[C@@H]3C2)cc1	-4[16.7 µM]	1	x	70*	-1	-14	x	-6
O=S(=O)(Nc1cccc(S(=O)(=O)N2CCOCC2)c1)c1cccs1	8	-3	-34	1	-2	6	5	-4
CCCc1nn(-c2cc(Cl)ccc2OC)c2c1C(=O)CC(C)(C)C2	4	2	-9	4	-1	-18	1	6
CCN(CC)c1ccc(/C=C2\C(=N)N3N=C(CC(=O)N4CCOCC4)SC3=NC2=O)cc1	-3	2	15	-28	2	-2	-33	1
Cc1ccc(S(=O)(=O)Nc2ccc3c(c2)C(=O)N([C@H](C)CO)C[C@@H](C)[C@@H](CN(C)S(=O)(=O)c2ccc(Cl)cc2)OCCCC[C@@H](C)O3)cc1	-17[16.7 µM]	x	-1	49	1	-18	5	11
O=C(NC1CCN(Cc2ccccc2)CC1)c1cccc(OC(F)F)c1	-4	-4	-1	-3	1	-5	3	1
O=S(=O)(Nc1cccc(-n2cnnn2)c1)c1ccccc1	13	0	2	-5	1	7	6	-7
